Screening results (PubChem)
UGM FP inh – Mtb UDP-galactopyranose mutase inhibition; P9WIQ1; purified UGM, fluorescence polarization probe displacement; inhibition, % at 10 µM; 320,000 tested, 0.06% active; in the data active = inhibition above about 10%, passing the limit was not always enough; inconclusive = no clear call, values can overlap the other calls
Target sequence (P9WIQ1 whole entry, looked up): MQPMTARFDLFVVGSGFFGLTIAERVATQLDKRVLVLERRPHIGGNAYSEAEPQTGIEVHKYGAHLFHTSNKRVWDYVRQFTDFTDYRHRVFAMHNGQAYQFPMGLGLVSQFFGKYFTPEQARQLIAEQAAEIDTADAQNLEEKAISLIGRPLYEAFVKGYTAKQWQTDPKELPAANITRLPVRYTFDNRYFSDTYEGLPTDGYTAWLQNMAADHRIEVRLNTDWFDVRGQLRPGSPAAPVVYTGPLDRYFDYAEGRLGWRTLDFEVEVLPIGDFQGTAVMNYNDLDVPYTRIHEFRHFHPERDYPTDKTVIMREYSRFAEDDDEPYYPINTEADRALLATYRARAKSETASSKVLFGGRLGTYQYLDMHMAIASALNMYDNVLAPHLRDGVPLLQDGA
FadD28 FP inh – blocks FadD28 binding to the bisubstrate probe | fluorescence polarization | inhibition, % at 12.5 µM | 360,000 tested, 0.22% active; in the data active = inhibition above about 8.5%, passing the limit was not always enough; inconclusive = no clear call, values can overlap the other calls
BioA inh – blocks M. tuberculosis BioA enzyme activity | purified M. tuberculosis BioA enzyme, plate reader | inhibition, % at 9.99 µM | 360,000 tested, 0.096% active | AID 602481; in the data active = inhibition above about 40%; inconclusive = no clear call, values can overlap the other calls
PrPC TRFRET – reduces human prion protein on the cell surface; P04156; cell surface PrPC, TR-FRET read-out; inhibition, % at 13.8 µM; 370,000 tested, 0.43% active; in the data active = inhibition above about 24%; note: 0% = median of the test wells and 100% = reference compound wells
CCHFV vOTU inh – CCHFV vOTU protease inhibition; 370,000 tested, 0.55% active; Pep-AMC fluorescence; inhibition, % at 11.5 µM; note: 0% = vehicle wells with enzyme and 100% = no enzyme wells
BoNT-A LC inh2 – blocks Botulinum neurotoxin A light chain protease. multiplex microsphere protease substrate cleavage, flow cytometry. inhibition, % at 10 µM. 360,000 tested, 0.17% active. AID 588499; in the data active = inhibition above about 30%; inconclusive = no clear call, values can overlap the other calls; note: plate controls were buffer without enzyme for full effect and enzyme alone for no effect
GDH-TPI counter – inhibits GDH-TPI coupling enzymes, artifact for Mtb FBA screen; GDH-TPI coupled enzyme counterscreen, NADH absorbance; inhibition, % at 4.8 µM; 360,000 tested, 1.2% active; AID 588335;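 note: 0% = DMSO wells and 100% = wells lacking the enzyme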
Mtb FBA inh – inhibits M. tuberculosis FBA enzyme; purified M. tuberculosis FBA, fluorescence read-out; inhibition, % at 1 µM; 360,000 tested, 2.3% active; AID 588726; in the data active = inhibition above about 27%;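 note: 0% = vehicle and 100% = reference inhibitor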
Target sequence (P9WQA3 whole entry, looked up): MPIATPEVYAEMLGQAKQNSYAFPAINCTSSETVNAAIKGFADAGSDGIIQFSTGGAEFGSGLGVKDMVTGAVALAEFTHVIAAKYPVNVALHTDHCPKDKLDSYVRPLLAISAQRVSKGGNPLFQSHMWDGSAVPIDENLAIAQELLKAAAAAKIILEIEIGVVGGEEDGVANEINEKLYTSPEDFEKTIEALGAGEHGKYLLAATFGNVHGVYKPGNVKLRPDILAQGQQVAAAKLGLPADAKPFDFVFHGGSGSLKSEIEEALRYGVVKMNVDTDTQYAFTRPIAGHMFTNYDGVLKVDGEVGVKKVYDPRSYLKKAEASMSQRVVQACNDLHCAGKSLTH
BoNT F protease – BoNT F light chain protease inhibition. Multiplex microsphere protease cleavage assay, flow cytometry. inhibition, % at 10 µM. 360,000 tested, 0.22% active; in the data active = inhibition above about 35%, passing the limit was not always enough; inconclusive = no clear call, values can overlap the other calls; note: plate controls were buffer without enzyme for full effect and enzyme alone for no effect
Numbers without * were called inactive; ? = inconclusive; · = not tested or not shown; & = joins results of further samples. Cut-off read from the data, not from the text of the source, unless noted: active = inhibition above about 30%; inactive = the rest.

mol	UGM FP inh	FadD28 FP inh	BioA inh	PrPC TRFRET	CCHFV vOTU inh	BoNT-A LC inh2	GDH-TPI counter	Mtb FBA inh	BoNT F protease
CC(=O)Nc1ccc(S(=O)(=O)N2CCN(c3cnn(C)c(=O)c3Cl)CC2)cc1	3.3	0.9	30	-6	-1	-0.9	12	3	-2
CCC(C)c1ccc(NC(=O)C2CCCN(c3ncccn3)C2)cc1 (configuration not stated)	1.1	-3.8	-0.6	8	13	0.1	-7	1	7
S=C(NCc1ccccc1)NCc1ccccc1	-2.2	-0.3	-0.6	4	2	-2.8	2	2	-11
CCOc1ncccc1C(=O)OCC(=O)c1c(N)n(C)c(=O)n(C)c1=O	-1.9	-1.5	0.5	2	23	0.4	2	3	8
Cc1c(Cl)cc(C(C)C)c(O)c1CN1CCOCC1	·	-1.7	·	-3	7	0.0	10	3	-6
COc1cc(-c2nnc(CSc3nnc(Nc4ccc(C(C)C)cc4)s3)o2)cc(OC)c1OC	-1.1	-4.8	·	4	-4	0.0	8	2	-6
CC(=O)Nc1ccc(NC(C)=O)c(NC2OCC(O)C(O)C2O)c1 (configuration not stated)	-1.0	-1.1	·	-2	-4	·	8	2	·
Clc1ccc(-c2nc3ccccn3c2CN2CCOCC2)cc1	1.4	-2.0	·	-3	3	-0.6	17	1	-13
O=C(NCCc1ccccc1)C1CCN(S(=O)(=O)c2cccnc2)CC1	8.0	-1.5	0.9	-4	17	0.0	4	-3	-3
CSc1ccc2nnc(-c3cccc(F)c3)n2n1	·	-1.2	1.2	-7	-12	0.6	5	4	2
COc1cccc(-n2c(O)c(C=NCc3ccccn3)c3ccccc3c2=O)c1	3.8	-3.7	·	-8	6	-3.5	9	0	?
COCCNC(=O)CN(C(=O)CCC(=O)Nc1ccccn1)c1ccccc1OC	-1.1	-3.0	0.2	-8	-1	-4.4	17	-2	?
Cc1n[nH]c(C)c1CCCCOc1ccccc1F	-1.7	0.1	1.7	13	5	-4.3	1	1	-26
CC1CN(/C=C/C=O)C(C)CC1OC(=O)c1ccccc1 (configuration not stated)	-1.0	-2.7	0.5	-7	0	-2.8	-8	-3	-19
CN1C(=O)NC(NC(=O)c2cccs2)(C(F)(F)F)C1=O (configuration not stated)	1.6	-0.6	-0.5	2	4	0.8	-3	1	3

As a working copy, part of the list above.
mol	UGM FP inh	FadD28 FP inh	BioA inh	PrPC TRFRET	CCHFV vOTU inh	BoNT-A LC inh2	GDH-TPI counter	Mtb FBA inh	BoNT F protease
Cc1c(Cl)cc(C(C)C)c(O)c1CN1CCOCC1	·	-1.7	·	-3	7	0.0	10	3	-6
COc1cc(-c2nnc(CSc3nnc(Nc4ccc(C(C)C)cc4)s3)o2)cc(OC)c1OC	-1.1	-4.8	·	4	-4	0.0	8	2	-6

Remaining list, next part.
mol	UGM FP inh	FadD28 FP inh	BioA inh	PrPC TRFRET	CCHFV vOTU inh	BoNT-A LC inh2	GDH-TPI counter	Mtb FBA inh	BoNT F protease
O=C(CCc1nnc(-c2ccsc2)o1)NCc1ccccc1OC(F)(F)F	4.6	-3.1	0.5	2	5	-0.1	-1	3	-3
Cn1c(=O)c(=O)n(C)c2cc(N3CCOCC3)c(NS(=O)(=O)c3ccc(Br)cc3)cc21	-1.5	-5.4	1.5	5	17	1.8	15	0	2
COc1cccc(CNC(=O)C2CCC(=O)N(C3CC3)C2)c1OC (configuration not stated)	·	-1.6	0.5	-1	-4	-1.7	16	4	2
COc1cccc(C(=O)OCCN2CCCCC2)c1	-1.3	-4.6	-0.2	2	14	-0.1	3	1	-6
CCOC(=O)c1cc2occc2n1Cc1ccc(F)cc1	-2.1	-5.5	1.2	3	-2	0.1	2	0	0
CCC(C)Sc1nnc(NS(=O)(=O)Cc2ccccc2)s1 (configuration not stated)	0.3	0.5	0.3	-6	-5	-2.4	6	0	?
C[C@@H]1CN([C@H](C)CO)C(=O)CCCn2cc(nn2)CO[C@H]1CN(C)S(=O)(=O)c1ccc(-c2ccccc2)cc1	·	-2.1	1.3&-0.6	4	-7	-0.2	8	-2	-4
COc1ccc(NC(=O)NCCCN2CCCC2=O)cc1	-0.7	0.1	-1.0	-2	-2	-0.3	9	4	-2
C=CCc1cccc(CNc2c(C)n(C)n(-c3ccccc3)c2=O)c1O	0.6	-1.8	-0.2	2	-4	0.1	12	-3	-3
Cc1ccc(S(=O)(=O)n2nc(OC(=O)C(C)(C)C)cc2N)cc1	-0.9	-3.8	-0.9	-2	3	1.5	6	-8	?
O=C(O)c1nn(-c2ccc(Cl)cc2)ccc1=O	3.0	-4.6	-2.8	11	1	0.2	10	-8	3
COC(=O)c1ccc2c(=O)n(-c3ccccc3)c(=S)[nH]c2c1	-2.5	-0.8	·	2	-10	0.3	1	0	-1
COc1cc2ncnc(NCc3ccc(C)cc3)c2cc1OC	3.1	-3.8	·	4	7	-0.1	15	-1	18
NC(=O)c1ccccc1NC(=O)Nc1cccc(Cl)c1	-1.1	-4.2	-0.3	6	-6	-1.4	-2	4	-6
CN1C(=O)c2cccc3c(S(=O)(=O)N(C)C)ccc1c23	2.6	-4.3	-0.3	-8	-59	0.9	9	24	14
O=C(Nc1ccc(N2CCOCC2)nc1N1CCOCC1)c1cccc(C(F)(F)F)c1	-0.2	-0.9	·	1	-10	-0.6	18	-1	-2
O=C1OCC/C1=C1/NCCNC1=O	·	0.8	0.1	-5	1	0.3	17	3	6
Cc1ccc(S(=O)(=O)N(CC(=O)NN=C2CCN(C)CC2)c2ccc(C(C)C)cc2)cc1	-1.2	-0.3	-2.7	8	6	0.4	10	-2	-2
Cc1cccc(NC(=O)CSCc2nc3c(nnn3Cc3ccc(F)cc3)c(=O)[nH]2)c1C	-1.2	-2.4	·	-7	8	-0.3	-10	-2	-3
CCN(CC(=O)NCc1cccs1)C(=O)/C=C/c1ccc(OC)cc1OC	1.7	0.4	1.3	-4	-8	-0.2	22	0	-5
O=C(CCNC(=O)c1ccccc1Cl)Nc1cccc(S(=O)(=O)N2CCOCC2)c1	-0.2	-0.7	-0.8	6	-1	1.7	5	4	5
Cc1ccc(/C=N/NC(=O)C(NC(=O)c2ccccc2)c2n[nH]c(=O)c3ccccc23)cc1 (configuration not stated)	-1.1	-1.4	-0.5	-2	0	-0.2	2	5	-4
COc1ccc(CNC(=O)Cn2cc(C)c(=O)[nH]c2=O)cc1	·	-2.5	-0.4	8	3	0.0	-5	0	-3
CN(CCc1ccccc1)C(=O)c1ccc(NC(=O)Cc2cccc([N+](=O)[O-])c2)cc1	3.3	0.2	-1.8	-12	6	0.0	11	2	0
CCOC(=O)CC[C@H](NC(=O)Cn1cnc2c(OCc3ccccc3)ncnc21)C(=O)OCC	0.0	-4.1	0.4	-4	0	-0.2	-5	-2	0
CCCCN1C(=O)c2ccc(C(=O)Nc3ccc(S(=O)(=O)N(C)C)cc3)cc2C1=O	-0.4	-0.8	·	0	2	0.1	3	4	-3
CS(=O)(=O)N1CCN(c2ccc(NC(=O)COc3ccccc3[N+](=O)[O-])cc2)CC1	2.2	-1.2	-1.2	-7	14	-0.7	14	4	0
CCc1nn(CC(=O)NCCCc2ccccc2)c(=O)c2cc3cc(F)ccc3n12	-2.6	-2.7	-1.0	·	·	-1.5	1	3	-6
COc1cc2nc(N(CCCN(C)C)C(=O)c3ccc(C(=O)c4ccccc4)cc3)sc2cc1OC	-2.4	-4.2	1.2	-7	12	·	6	-3	·
CCOc1c(O)ccc(C2NC(=O)NC(C)=C2C(=O)OC)c1[N+](=O)[O-] (configuration not stated)	-0.5	1.6	-0.1	-1	0	-1.9	-1	3	-10

Structures above containing a CF3 group (3):
mol	UGM FP inh	FadD28 FP inh	BioA inh	PrPC TRFRET	CCHFV vOTU inh	BoNT-A LC inh2	GDH-TPI counter	Mtb FBA inh	BoNT F protease
CN1C(=O)NC(NC(=O)c2cccs2)(C(F)(F)F)C1=O (configuration not stated)	1.6	-0.6	-0.5	2	4	0.8	-3	1	3
O=C(CCc1nnc(-c2ccsc2)o1)NCc1ccccc1OC(F)(F)F	4.6	-3.1	0.5	2	5	-0.1	-1	3	-3
O=C(Nc1ccc(N2CCOCC2)nc1N1CCOCC1)c1cccc(C(F)(F)F)c1	-0.2	-0.9	·	1	-10	-0.6	18	-1	-2

(continued)
mol	UGM FP inh	FadD28 FP inh	BioA inh	PrPC TRFRET	CCHFV vOTU inh	BoNT-A LC inh2	GDH-TPI counter	Mtb FBA inh	BoNT F protease
Cc1cnc(C(=O)Nc2ccc(C)c(S(=O)(=O)N3CCCCC3)c2)cn1	-0.2	-3.5	1.3	-7	4	0.9	5	-1	6
O=C(Nc1nnc(C2CCCCC2)s1)c1ccco1	2.7	-0.9	1.5	-2	2	-0.1	13	3	-9
COC(=O)C1CCN(S(C)(=O)=O)CC1	1.3	-0.9	-2.5	0	-6	-0.4	9	-4	-12
O=C(O)CSc1nnc(-c2ccc3c(c2)OCO3)o1	3.0	-0.3	-0.7	13	6	1.0	9	-2	-2
CC(C)Nc1ccc(C(CC(N)=O)NC(=O)Cc2ccc(Br)cc2)cc1[N+](=O)[O-] (configuration not stated)	1.1	-2.8	-0.6	-7	3	-0.1	3	-7	1
COc1c2ccoc2c(OC[C@@H](O)C(C)(C)OC)c2oc(=O)ccc12	-1.5	-3.0	-1.0	-3	-6	0.4	-3	9	1
Cn1c(C(=O)N2CCCC(C(=O)NCCCSC3CCCCC3)C2)cc2sccc21 (configuration not stated)	0.4	-1.3	-0.5	12	-7	0.1	8	4	-18
CCCn1c(=O)c2[nH]c(C3CCCC3)nc2n(CCC)c1=O	0.1	-0.6	-0.7	7	6	-0.5	11	0	-4
O=C(CCN1C(=O)c2ccccc2C1=O)c1ccccc1	·	-0.9	0.6	-7	-4	-0.7	3	-2	1
O=C(CCCN1C(=O)NC2(CCCC2)C1=O)NCc1ccccc1	2.4	-0.5	0.0	4	-5	-0.3	4	1	-18
N#Cc1ccccc1S(=O)(=O)N1CCN(C(=O)c2ccc(-n3cncn3)c([N+](=O)[O-])c2)CC1	0.5	-3.5	-0.8	-9	16	·	-4	-2	·
Cc1cnn(C(=O)c2cc(-c3ccccn3)nc3ccc(Cl)cc23)c1	-2.0	-1.6	·	1	7	3.5	3	3	-2
COc1nc(NCCO)nc(Nc2ccc([N+](=O)[O-])cc2)n1	2.6	-1.2	·	-33	12	0.1	31*	2	-5
COc1ccc(S(=O)(=O)N2N=C(c3ccc(NS(C)(=O)=O)cc3)CC2c2ccco2)cc1 (configuration not stated)	-1.2	-0.1	·	6	5	0.4	8	2	0
CC(=O)N1CCN(C(=O)C2CCN(S(=O)(=O)c3ccccc3C(F)(F)F)CC2)CC1	1.4	-0.2	12	2	-12	-0.2	2	0	-1
